CSM14.1 death rescue – protection against thapsigargin-triggered cell killing – 384-well, CSM14.1, ATP luminescence, primary screen (AID 1222); cellular ATP content (survival), % at 20 µM; hits with a dose series show EC50 in µM; 190,000 tested, under 10 active; CSM14.1 thapsigargin-induced death rescue, ATP luminescence; higher % means a stronger effect;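 active = EC50 below 50 µM in the dose-response confirmation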;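 note: death triggered by thapsigargin at about 15 µM added after 2 h compound pretreatment; cell ATP read after overnight thapsigargin exposure of roughly 18 to 22 hours; normalized against plate controls of thapsigargin alone and 5% DMSO vehicle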
P. falciparum M17LAP – P. falciparum M17LAP inhibitors, primary screen, biochemical, fluorogenic H-Leu-NHMec substrate, 1536-well (AID 1619); recombinant M17LAP, H-Leu-NHMec fluorogenic kinetic assay; higher % means a stronger effect; inhibition, % at 30 µM, or IC50 in µM where a hit was titrated; 0.38% of 220,000 active;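 active = compound inhibiting the enzyme by more than half at any dose during confirmatory dose-response retesting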;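 note: plate controls were full reaction with DMSO carrier for no effect and no enzyme background for full effect; strong numbers were not always called active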
Dynein transport – blocks dynein driven cargo transport along microtubules; 3617.4 mouse cells, GR-EGFP nuclear translocation imaging; test concentration mostly 20 µM; stimulated with dexamethasone, 1 µM; hits give low values; z-score, hits read low; 0.47% of 220,000 active; AID 1381;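 active = plate z-score of nuclear minus cytoplasmic receptor signal below a set negative limit, without overly bright fluorescence or cell loss, cut at about -3.5 in these data, passing the limit was not always enough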;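 note: z-score of nuclear minus cytoplasmic ring GR-EGFP intensity difference per well; some compounds called inactive have numbers as strong as hits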
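Buffer or medium: tet-free medium with charcoal-stripped serum / Also added: dexamethasone agonist, 1.0 µM final, for 30 min / Timing: induction 48 h, compound 1 h, agonist 30 min / Measured by: high-content fluorescence imaging after fixation / Read-out: nuclear-to-cytoplasmic GR-EGFP distribution per well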
P. falciparum M1AAP – malaria alanyl aminopeptidase activity blockers – biochemical, fluorogenic H-Leu-NHMec substrate, 1536-well (AID 1445); recombinant M1AAP, H-Leu-NHMec fluorogenic kinetic assay; higher % means a stronger effect; inhibition, % at 30 µM; hits with a dose series show IC50 in µM; 0.42% of 220,000 active;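 active = primary inhibition above the hit cutoff, then over 50% inhibition at one or more dose response concentrations, cut at about 23% in these data, passing the limit was not always enough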;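 note: plate controls were DMSO full reaction for no effect and no enzyme background for full effect; strong numbers were not always called active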
MT stabilizer – microtubule stabilizers in HeLa cells; HeLa tubulin immunostaining HCS, 24 h; share of cells brighter than vehicle mean+2SD; % tubulin-high responders, % at 10 µM; 0.83% of 200,000 active;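 active = plate Z-score above 3 for both tubulin-high and condensed-nucleus cell shares, with cell loss under 80%, at 10 µM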;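 note: anti alpha tubulin signal scored within the nucleus-defined area of each cell; some results filed as inactive read as strong as hits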
Insulin prom up – MIN6 insulin promoter up-regulation; MIN6 insulin promoter-GFP reporter, high-content imaging; hits give high values; z-score at 5 µM; 0.3% of 190,000 active; AID 1625;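 active = z-score above 3 at 5 µM with at least 500 cells counted in the well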
K1F lysis inhibition – protection from phage-mediated lysis, alamar blue read-out – E. coli UTI89, K1F phage, bacterial capsule biogenesis inhibitors (AID 488966); E. coli UTI89 K1F phage lysis, alamar blue, 2 h; higher % means a stronger effect; inhibition, % at 100 µM, or IC50 in µM where a hit was titrated; 0.02% of 340,000 active;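 active = phage lysis inhibition, versus mean bacterial control, above a set limit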;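 note: capsule biogenesis inhibitors block K1F phage lysis so surviving cells raise fluorescence; higher fluorescence means more inhibition of phage lysis; actives were called in the ten point dose series up to 300 µM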
b-catenin transl – alters nuclear translocation of beta-catenin in HeLa cells | immunofluorescence imaging | nuclear translocation activity, % at 5 µM | 0.3% of 190,000 active;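 active = nuclear translocation activity above 50% at 5 µM, with a well cell count of 50 or more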;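 note: per-cell ratio of nuclear to cytoplasmic median beta-catenin stain intensity; plate controls were DMSO negative control for no effect and GSK-3 inhibitor IX positive control for full effect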
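System: HeLa cells, endogenous beta-catenin; compound dosing: 5 µM primary single dose, 0.1% DMSO, 0.02–20 µM confirmation series; incubation: 24 h compound exposure at 37°C, 5% CO2; signal: beta-catenin immunofluorescence imaging with DAPI; evaluation: % activation, nuclear-to-cytoplasmic median beta-catenin signal ratio per cell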
Autophagy HCS – modulators of autophagy. 0.98% of 190,000 active. calls only at 10 µM (by protocol). MEF GFP-LC3 puncta imaging; test concentration mostly 10 µM;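 active = percentage of spot-positive cells more than 3 SD above its plate mean, without a fluorescence outlier flag or 80% toxicity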;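 note: spot-positive cell cutoff set from DMSO-treated cells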
Dynein transport cytoplasmic EGFP – further read-out of Dynein transport, marked with its call; z-score; measured here: cytoplasmic GR-EGFP intensity; hits give high values
Dynein transport nuclear GR-EGFP – second read-out of Dynein transport, no call of its own (marks repeat the call); z-score; measured here: nuclear GR-EGFP intensity;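 lower value marks the stronger effect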
Dynein transport cell count – further read-out of Dynein transport, marked with its call; z-score; measured here: cell count per field
Insulin prom up cell count – second read-out of Insulin prom up, no call of its own (marks repeat the call); cell count; measured here: cytotoxicity, nuclei count;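 total cells summed across four imaged fields per well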
b-catenin transl cell count 5 µM – also measured in b-catenin transl; calls as there; cell count; measured here: cell count, cytotoxicity flag
MT stabilizer Hoechst-high % – further read-out of MT stabilizer, marked with its call; % Hoechst-high responders; measured here: nuclear condensation Hoechst responders;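 share of cells brighter than vehicle mean plus two SD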
MT stabilizer cytotoxicity % – second read-out of MT stabilizer, no call of its own (marks repeat the call); toxicity, %; measured here: cytotoxicity by cell density;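 0% = mean cell density of plate MIN control wells and 100% = no cells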
Autophagy HCS cell loss 18 h – further read-out of Autophagy HCS, marked with its call; toxicity, %; measured here: cell loss, nuclei count;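 cell loss after 18 h compound exposure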
* hit, by the source's call; i = inactive; / = no result given; [ ] = remark or other dose.

SMILES	CSM14.1 death rescue	P. falciparum M17LAP	Dynein transport	Dynein transport cytoplasmic EGFP	Dynein transport nuclear GR-EGFP	Dynein transport cell count	P. falciparum M1AAP	MT stabilizer	MT stabilizer Hoechst-high %	MT stabilizer cytotoxicity %	Insulin prom up	Insulin prom up cell count	K1F lysis inhibition	b-catenin transl	b-catenin transl cell count 5 µM	Autophagy HCS	Autophagy HCS cell loss 18 h
Cc1scc(C(=O)NNC(=S)NCC2CCCO2)c1C (stereo unspecified)	0.9%	1%	2.3	-0.19	-0.042	-1.3	-10%	3.4	1.6	5.6	/	/	-0.7%	/	/	i	-7
O=C(CCc1nc2ccccc2c(=O)[nH]1)OCC(=O)N1CCN(S(=O)(=O)c2ccccc2)CC1	-1.2%	-6%	-0.2	-0.2	-0.71	-0.93	-2%	4.9	3.3	6.5	/	/	3.7%	/	/	i	16
N#CC(C(=O)NCc1ccco1)c1nc2ccccc2nc1N1CCOCC1 (stereo unspecified)	-5.0%	8%	-0.52	-0.17	-0.17	0.35	-1%	1.3	1.2	6.0	-0.81	1319	0.2%	-4.7	1169	i	-19
O=C(/C=C/c1ccccc1)/C=C/c1ccccc1	-2.1%	-1%	-7*	0.95*	-2.9*	0.42*	6%	3.5	2.6	8.2	-0.3	919	8.9%	-2.2	965	i	-5
O=C(Nc1ccc(OC(=O)c2ccccc2)c(-c2nc3ccccc3s2)c1)c1ccccc1	-1.4%	-11%	-0.99	-0.21	0.00067	0.73	-1%	2.9	0.6	87	-0.45	1642	0.5%	0.1	1295	i	18
O=C(O)CC12CC3CC(C1)CC(n1ncc(NCc4ccc(F)cc4)c(Cl)c1=O)(C3)C2	/	54µM*	0.78	-0.024	0.36	0.12	2%	/	/	/	-0.08	1326	1.2%[50 µM]	2.2	912	/	/
COc1ccc(C(=O)Nc2ccc(S(=O)(=O)Nc3cc(C)nc(C)n3)cc2)cc1OC	2.4%	/	-0.69	-0.28	0.0089	1	/	3.1	2.7	4.0	0.64	1415	0.1%	0.4	975	i	9
CCOc1ccc(-c2ccc(C=O)o2)c([N+](=O)[O-])c1	0.7%	4%	0.48	-0.096	0.33	-0.046	9%	1.8	2.0	3.0	0.6	1286	0.9%[50 µM]	-1.5	493	i	4
COc1ccc(Oc2ncccc2NC(=O)c2cccc(C)c2C)cc1	/	-11%	-0.99	-0.25	-0.57	1.5	-2%	/	/	/	0.42	1462	0.4%	0.0	1310	/	/
Cc1c(-c2cccc(Cl)c2)nc2ccccc2c1C(=O)OCC(=O)Nc1ccc2c(c1)OCO2	-0.4%	-3%	-0.74	-0.21	-0.52	0.89	4%	4.7	2.5	3.6	-1.1	1346	0.3%	-1.5	1050	i	2
CCCOC(=O)c1[nH]c2c(c1C)C(=O)CC(c1cc(OC)c(OC)c(OC)c1)C2 (stereo unspecified)	/	16%	1.3	-0.13	0.99	-0.51	-1%	5.1	1.5	9.3	0.07	1350	4.5%	0.2	1076	i	16
CC(=O)N(Cc1ccccc1)c1ccccc1C(=O)O	/	6%	-0.64	-0.24	-0.31	1.2	2%	/	/	/	0.21	1056	-0.1%	0.2	1310	/	/
CSc1ncccc1C(=O)Nc1ccc(F)c(F)c1F	-0.8%	1%	0.16	-0.17	0.019	0.73	-3%	4.0	2.1	13	-0.76	1199	0.8%	-0.7	1069	i	11
c1ccc(-n2nnnc2SCc2ccccn2)cc1	3.0%	1%	-1.6	-0.039	-0.76	2.1	6%	1.4	1.0	2.1	0.16	921	-0.6%	-1.9	1204	i	9
CC(=O)NC(CSc1cc(C)nc2ccc(Br)cc12)C(=O)O (stereo unspecified)	/	1%	-0.16	-0.26	0.02	0.69	7%	/	/	/	0.16	1106	0.4%	0.1	1295	/	/
Cc1nc2cc(C(F)(F)F)ccc2n1C1CCN(C(=O)N2CCOCC2)CC1	-0.8%	3%	-0.31	-0.2	-0.31	0.67	4%	1.0	1.1	7.5	-0.57	1101	0.1%	-1.5	749	i	20
O=C(NC1CCCCC1)NC1(C(=O)NCCCN2CCOCC2)CCCCC1	0.9%	16%	-0.63	-0.16	-0.043	0.4	-1%	5.7	2.9	6.4	1.5	862	-0.2%	-1.9	1025	i	-11
CC(C)N(Cc1cn[nH]c1-c1ccc(-c2ccccc2)cc1)Cc1nccn1C	4.8%	-7%	-0.5	-0.21	-0.34	-0.001	-2%	1.5	1.9	12	/	/	-0.2%	-0.1	1552	i	-12
CNc1nc(N)nc(OC(C(F)(F)F)C(F)(F)F)n1	-0.5%	-5%	-0.54	-0.24	-0.17	0.35	2%	4.3	1.6	0.1	-1.3	1317	0.3%	0.0	1115	i	-30
COc1cc(CCC(=O)N2CCN(c3ccc(N4CCOCC4)nn3)CC2)cc(OC)c1OC	0.6%	-34%	0.0022	-0.18	0.033	-0.56	1%	3.5	2.8	4.1	0.26	1130	/	/	/	i	20
CCCn1nc(C(=O)OCC(=O)NC(C)c2ccccc2)c2ccccc2c1=O (stereo unspecified)	1.5%	1%	0.31	-0.28	0.43	-0.12	4%	1.9	1.6	5.7	-0.53	1292	-0.4%	-1.3	1040	i	1
CCc1nc(SCC(=O)Nc2nnc(CC)s2)c2c(C)c(C)sc2n1	-0.5%	-1%	0.51	-0.46	-0.23	0.36	-6%	4.0	3.1	5.4	-0.52	1670	0.1%	-1.6	942	i	20
COc1ccc2[nH]cc(C(=O)CN3CCCCC3C)c2c1 (stereo unspecified)	-0.3%	-7%	0.14	-0.098	0.23	0.67	3%	2.3	3.2	6.7	/	/	/	0.9	1131	i	9
O=C(COC(=O)c1cccnc1Nc1cccc(C(F)(F)F)c1)NCCN1C(=O)CSC1=O	0.5%	5%	0.32	-0.2	-0.11	-0.024	5%	0.9	1.4	10	0.01	1149	0.1%	-3.3	780	i	5
CC(=O)NC(c1ccc(F)cc1)c1cccnc1 (stereo unspecified)	6.6%	-6%	-0.14	0.53	0.097	0.97	1%	4.2	2.5	3.6	/	/	1.7%	-0.7	1169	i	-6

Ordered by value in MT stabilizer Hoechst-high % (largest number first): three from the list above.
canonical_smiles | MT stabilizer Hoechst-high %
O=C(CCc1nc2ccccc2c(=O)[nH]1)OCC(=O)N1CCN(S(=O)(=O)c2ccccc2)CC1 | 3.3
COc1ccc2[nH]cc(C(=O)CN3CCCCC3C)c2c1 (stereo unspecified) | 3.2
c1ccc(-n2nnnc2SCc2ccccn2)cc1 | 1.0

The list continues.
SMILES	CSM14.1 death rescue	P. falciparum M17LAP	Dynein transport	Dynein transport cytoplasmic EGFP	Dynein transport nuclear GR-EGFP	Dynein transport cell count	P. falciparum M1AAP	MT stabilizer	MT stabilizer Hoechst-high %	MT stabilizer cytotoxicity %	Insulin prom up	Insulin prom up cell count	K1F lysis inhibition	b-catenin transl	b-catenin transl cell count 5 µM	Autophagy HCS	Autophagy HCS cell loss 18 h
C[C@@H]1NC(=O)c2cc([N+](=O)[O-])cc(F)c2NCCC[C@@H](C(N)=O)NC(=O)[C@H](CC(N)=O)NC1=O	2.7%	7%	0.3	-0.21	0.45	0.14	15%	4.0	2.2	12	0.58	1132	0.5%	-2.7	528	i	-10
CC(C)(C)OC(=O)CNC(=O)c1[nH]cnc1C(=O)N[C@@H](Cc1ccccc1)C(=O)OC(C)(C)C	/	11%	-0.76	-0.72	-0.33	0.54	-6%	/	/	/	-0.88	969	0.9%	-0.6	1121	/	/
O=C(CNC(=O)c1cccs1)N/N=C/c1ccc(O)cc1O	0.7%	8%	-0.85	-0.17	-0.35	0.44	13%	3.0	2.1	4.3	/	/	-0.5%	-3.4	562	i	7
CC(C)N1CCN(Cc2ccc(Oc3ncccn3)cc2)CC1CCO (stereo unspecified)	1.1%	1%	0.08	0.024	0.18	0.66	-1%	2.1	1.3	5.2	0.06	1378	0.7%	1.2	1546	i	8
Cn1c(=NC(=O)c2ccc3c(c2)OCCO3)sc2cc(S(C)(=O)=O)ccc21	1.5%	-4%	0.13	-0.2	-0.26	-0.25	-3%	2.5	1.9	1.0	-1.1	1260	-0.1%	-0.3	1088	i	9
CCC(C)(C(=O)NC1CCCCC1)N(Cc1ccco1)C(=O)CNC(=O)c1ccccc1 (stereo unspecified)	-1.5%	22%	2.6	-0.09	2.4	-1.4	11%	4.2	1.2	3.8	1.1	1102	-1.1%	1.8	1073	i	20
Cc1cc(C)nc(NS(=O)(=O)c2ccc(N/C=C/C(=O)c3ccc(Cl)c(Cl)c3)cc2)n1	-1.4%	8%	-0.35	-0.26	-0.22	0.7	0%	3.3	1.2	0.2	-0.18	1362	5.9%	-0.2	568	i	28
CCOc1cc(/C=C2\CCC/C(=C\c3cc(Cl)c(O)c(OCC)c3)C2=O)cc(Cl)c1O	1.4%	6%	0.7	0.097	0.65	-1.1	17%	6.6	5.3	21	0.88	1093	0.2%	-2.0	1458	i	10
CC1(C)Cc2cccc(C(=O)NC3CCN(Cc4ccccc4)CC3)c2O1	/	3%	-0.076	-0.17	-0.12	0.41	2%	/	/	/	0.03	1511	-0.9%	-5.6	1176	/	/
Cn1c(CN2CCN(c3ccc(Cl)cc3)CC2)nc2ccccc21	-1.8%	1%	0.15	-0.24	0.56	0.26	8%	2.1	1.2	8.2	1.5	1219	2.7%	-1.9	901	i	14
COc1ccc(/C=N/NC(=O)c2ccncc2)cc1Cn1nc([N+](=O)[O-])c(Br)c1C	/	-4%	-0.31	-0.32	-0.043	0.67	2%	3.9	1.5	8.4	-0.68	1225	-0.4%	1.7	982	i	27

From PubChem BioAssay
